High-throughput results from PubChem.
bIAP inhibitor: intestinal alkaline phosphatase (bovine) inhibition; purified bovine IAP, CDP-star luminescence, 30 min; 190,000 tested, under 10 active; AID 1019; inhibition, % at 20 µM;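 active means over 50% inhibition of intestinal alkaline phosphatase at 20 µM in the single-dose screen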
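Assay system – bovine IAP enzyme · Quantity – bovine IAP at 1/65,000,000 final dilution · Detection – CDP-star luminescence signal · Times – 30 min reaction at room temperature · Also added – CDP-star substrate at 30 µM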
TNAP inh hiacc: TNAP (human) inhibition, high acceptor; P05186; purified TNAP, CDP-star luminescence, 1 M DEA; inhibition, % at 20 µM; 0.03% of 200,000 active;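 active means over 50% inhibition of tissue-nonspecific alkaline phosphatase at 20 µM in the single-dose screen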;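 further: plate controls were DMSO wells for no effect and EDTA-quenched wells as full inhibition for full effect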
Target sequence (P05186 whole entry, looked up): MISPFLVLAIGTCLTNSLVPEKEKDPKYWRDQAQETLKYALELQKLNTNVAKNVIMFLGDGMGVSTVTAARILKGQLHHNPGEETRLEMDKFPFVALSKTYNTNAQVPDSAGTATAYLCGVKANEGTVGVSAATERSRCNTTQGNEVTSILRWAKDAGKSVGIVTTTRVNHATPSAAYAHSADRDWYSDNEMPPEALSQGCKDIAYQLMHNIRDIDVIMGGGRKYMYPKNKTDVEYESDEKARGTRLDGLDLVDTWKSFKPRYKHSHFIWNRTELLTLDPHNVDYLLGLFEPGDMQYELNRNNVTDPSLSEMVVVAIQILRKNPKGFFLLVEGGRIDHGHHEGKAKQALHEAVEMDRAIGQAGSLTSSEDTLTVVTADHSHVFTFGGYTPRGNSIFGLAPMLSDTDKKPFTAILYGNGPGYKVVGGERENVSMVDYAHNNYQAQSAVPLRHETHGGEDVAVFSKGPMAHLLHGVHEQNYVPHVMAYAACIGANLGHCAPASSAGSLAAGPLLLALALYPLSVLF
bIAP act: intestinal alkaline phosphatase (bovine) activation; 0.17% of 200,000 active; activation factor at 20 µM; purified bovine IAP, CDP-star luminescence, 30 min; hits give high values; fold of DMSO-control signal, blank-subtracted;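 active means activation factor of 2 or more at 20 µM, a signal rise over negative controls twice the positive control's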
TR-FRET SRC-2 ct: TR-FRET artefact, counter-screen to PPARgamma/SRC-2 agonist assay; 0.4% of 200,000 active; hits give high values; TR-FRET ratio at 8 µM; in the data active means TR-FRET ratio above about 2000; further: inactives centre near 1500
PPARg SRC1 recr: PPARgamma-driven SRC-1 recruitment agonism; P37231; PPARgamma-SRC-1 coactivator recruitment biochemical assay; activation, % at 8 µM; 0.41% of 200,000 active; in the data active means activation above about 19%;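 further: 0% = DMSO and 100% = reference agonist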
Target sequence (P37231 whole entry, looked up): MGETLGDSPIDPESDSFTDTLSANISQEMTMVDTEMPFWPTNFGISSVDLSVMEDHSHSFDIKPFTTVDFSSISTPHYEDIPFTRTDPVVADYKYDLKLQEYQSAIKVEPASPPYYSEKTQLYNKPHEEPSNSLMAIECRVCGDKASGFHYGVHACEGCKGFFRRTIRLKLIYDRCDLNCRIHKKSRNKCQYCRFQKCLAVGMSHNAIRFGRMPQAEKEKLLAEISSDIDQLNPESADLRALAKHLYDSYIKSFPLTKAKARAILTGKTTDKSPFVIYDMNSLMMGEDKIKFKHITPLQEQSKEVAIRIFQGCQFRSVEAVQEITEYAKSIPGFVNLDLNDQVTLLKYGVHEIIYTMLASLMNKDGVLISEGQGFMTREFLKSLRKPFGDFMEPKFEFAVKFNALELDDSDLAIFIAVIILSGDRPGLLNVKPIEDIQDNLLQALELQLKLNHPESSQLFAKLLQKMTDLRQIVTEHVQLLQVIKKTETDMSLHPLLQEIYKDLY
TNAP act hiacc: increases human TNAP activity under high phosphate acceptor concentration | 200,000 tested, under 10 active | activation factor at 20 µM | purified TNAP, CDP-star luminescence, 1 M DEA, 30 min; hits give high values; 0 = EDTA background, 1 = DMSO-only activity | P05186;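 active means activation factor at least 2 at 20 µM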
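Measured by: Luminescent substrate turnover signal | Test system: Human TNAP | Input: TNAP 1/800 final | Dosing: 20 µM single point | Schedule: 30 min, room temperature | Controls: EDTA wells as negative control, DMSO wells as positive control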
PPARg SRC2 recr: promotes SRC-2 coactivator recruitment by human PPARgamma. P37231. PPARgamma LBD-SRC-2 recruitment, biochemical. activation, % at 8 µM. 0.34% of 200,000 active. AID 1032; in the data active means activation above about 22%;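 further: 0% = vehicle and 100% = reference agonist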
Efa HMGR inh: E. faecalis class II HMG-CoA reductase inhibition; 0.41% of 190,000 active; purified E. faecalis HMGR, NADPH absorbance 340 nm kinetic; inhibition, % at 10 µM;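 active means inhibition above a set limit, the median over all tested compounds plus 3 SD, cut at about 9.5% in these data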;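 further: enzyme runs in reverse so mevalonate oxidation gives rising NADPH absorbance; 0% = complete reaction with DMSO and 100% = background rate lacking mevalonate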
TNAP inh noacc: blocks human TNAP activity with no phosphate acceptor present. P05186. inhibition, % at 20 µM. purified TNAP, CDP-star luminescence, 30 min. 0.26% of 200,000 active;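 active means tissue-nonspecific alkaline phosphatase inhibition above about 50% at 20 µM in the single-dose screen, limit read from the data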;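 further: 0% = DMSO negative control and 100% = EDTA positive control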
PPARg SRC-3 ag: agonists of human PPARgamma SRC-3 coactivator recruitment; P37231; biochemical PPARgamma/SRC-3 coactivator recruitment assay; activation, % at 8 µM; 0.26% of 200,000 active; in the data active means activation above about 23%;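 further: 0% = DMSO and 100% = reference agonist; some compounds past the cut are filed as inactive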
* hit, by the source's call; . = no result given.

Value order – bIAP inhibitor, TNAP inh hiacc, bIAP act, TR-FRET SRC-2 ct, PPARg SRC1 recr, TNAP act hiacc, PPARg SRC2 recr, Efa HMGR inh, TNAP inh noacc, PPARg SRC-3 ag
O=C(CCN1C(=O)c2ccccc2C1=O)Nc1nc2ccccc2s1
→ 17, -1, 0.8, 1537, -6, 1, -3, 5, -18, -3
COc1cccc(-n2c(SCC(=O)N3CCCC3)nc3c([nH]c4ccccc43)c2=O)c1
→ ., ., ., 1616, 6, ., 3, ., ., 4
O=C(Cn1c(C(F)(F)F)nc2ccccc21)N=Nc1c(O)[nH]c2ccc(Br)cc12
→ -9, 0, 1.1, 1487, 1, 1, -9, -1, -21, 1
Cc1cc(C(=O)CN2C(=O)NC3(CCCc4sccc43)C2=O)c(C)n1-c1ccccc1 (centres undefined)
→ 18, -4, 0.8, 1613, -2, 1, 4, 0, -10, -2
O=C(O)Cc1ccc(-c2ccccc2)cc1
→ 12, -4, 0.9, 1434, 2, 1, 1, 4, -13, 1
N#C/C(=C(/O)COC(=O)COc1ccc(Cl)cc1)c1nc2ccccc2[nH]1
→ 12, 0, 0.9, 1482, 4, 1, -2, 1, -31, 1
CC(C)OC(=O)Nc1ccc2c(c1)N(C(=O)CCN1CCOCC1)c1ccccc1CC2
→ -12, -2, 1.1, 1498, -1, 1, -3, -2, -6, 0
Cn1c(CO)cnc1SCC(=O)c1ccc(Cl)cc1
→ -9, -5, 1.1, 1706, -2, 1.1, 6, -4, -14, -1
O=C(OCCCCN1C(=O)c2ccccc2C1=O)c1n[nH]c2ccccc12
→ -37, 5, 1.4, 1561, 6, 0.9, 2, 3, 19, 8
CCCCCCCCCc1nc2sc3c(c2c(=O)n1NC(=O)c1ccc([N+](=O)[O-])cc1)CC(C)(C)OC3
→ ., 0, 0.3, 1441, 2, 1, 0, -5, -3, -3

Next results
Value order – bIAP inhibitor, TNAP inh hiacc, bIAP act, TR-FRET SRC-2 ct, PPARg SRC1 recr, TNAP act hiacc, PPARg SRC2 recr, Efa HMGR inh, TNAP inh noacc, PPARg SRC-3 ag
CCCCNC(=S)NNC(=O)c1csc(C)c1CC
→ 3, -6, 1, 1512, -1, 1.1, -1, 6, -16, -2
COc1ccc(NC(=S)NC(NC(=O)c2cccc3ccccc23)C(Cl)(Cl)Cl)c([N+](=O)[O-])c1 (centres undefined)
→ 16, 6, 0.8, 1559, 4, 0.9, 1, -1, 3, -4
O=C(OC(C(=O)NCc1ccco1)C(OC(=O)c1ccccc1)C(=O)NCc1ccco1)c1ccccc1 (centres undefined)
→ -1, 0, 1, 1491, 2, 1, -1, -4, -4, 2
Cc1c(N2C(=O)/C(=C3/C(=O)N(C)c4ccccc43)SC2=S)c(=O)n(-c2ccccc2)n1C
→ -2, 3, 1, 1468, 16, 1, 8, -3, -2, 4
Cc1[nH]c2ccccc2c1C(=O)COC(=O)Cn1c(C)nc2ccccc21
→ 20, -6, 0.8, 1562, 0, 1.1, 7, -7, -4, 1
O=C(CSCc1ccccc1Cl)NN1C(=O)c2ccccc2C1=O
→ -22, -3, 1.2, 1560, 4, 1, 3, 0, -5, -4
Cc1c(Br)ccc(NC(=O)c2ccccc2[N+](=O)[O-])c1C
→ 1, -6, 1, 1552, 0, 1.1, 6, 1, -10, 0
CC(C)N1CCN(Cc2cnc(N3CCCC3)s2)CC1CCO (centres undefined)
→ 3, -8, 1, 1941, -2, 1.1, 13, -7, -9, -5
O=C1CN(C(=O)c2ccc(Cl)nc2)c2ccccc2N1
→ -6, -5, 1.1, 1300, -2, 1.1, -4, -6, -9, 0
COc1ccccc1Nc1nnc(SCc2cc(=O)n3ccsc3n2)s1
→ -5, -2, 1, 1546, 3, 1, -14, 0, -6, -2

(continued)
Value order – bIAP inhibitor, TNAP inh hiacc, bIAP act, TR-FRET SRC-2 ct, PPARg SRC1 recr, TNAP act hiacc, PPARg SRC2 recr, Efa HMGR inh, TNAP inh noacc, PPARg SRC-3 ag
CCCOc1ccc(/C(O)=C2/C(=O)C(=O)N(CCN(C)C)C2c2ccncc2)cc1 (centres undefined)
→ ., ., ., 1716, -1, ., 10, ., ., -4
O=C(Nc1nc(-c2ccccn2)cs1)C1CCCC1
→ -32, -2, 1.3, 1416, -5, 1, -4, 2, -60, -4
O=C(Cn1c(SCC(=O)N2CCc3ccccc32)nc2ccccc21)NC1CCCC1
→ 3, -4, 1, 1609, -3, 1, 4, 0, -16, 10
Cc1cccn2cc(CCNC(=O)c3ccc(Br)o3)nc12
→ 1, -2, 1, 1553, -3, 1, -1, 1, -12, -3
Cc1ccsc1C(=O)C1CCCN(Cc2cccn2-c2ccc(Cl)cn2)C1 (centres undefined)
→ 32, -2, 0.7, 1492, 7, 1, 2, -2, -10, 0
O=C(c1ccccc1)c1c[nH]c(C(=O)NCCCn2ccnc2)c1
→ -7, 2, 1.1, 1506, 3, 1, 9, -4, -2, -5
C=CCc1cccc(CNc2nc3ccccc3n2CCN2CCOCC2)c1O
→ 3, -5, 1, 1623, 8, 1.1, 6, -1, -10, 8
CCNS(=O)(=O)c1ccc(C(=O)Nc2ccccc2)cc1
→ 22, -2, 0.8, 1448, 0, 1, -1, 3, -7, -9
C=CCn1c(-c2ccc(OC)c(OC)c2)cs/c1=N\c1ccccn1
→ 10, -2, 0.9, 1465, 4, 1, 5, 1, -10, -1
COc1ccccc1CC(=O)NCc1ccc2c(c1)OCO2
→ 12, -4, 0.9, 1641, -2, 1, 0, -1, -10, 7

Rewritten with each value named: part of the list above
SMILES: O=C(Nc1nc(-c2ccccn2)cs1)C1CCCC1
  bIAP inhibitor = -32; TNAP inh hiacc = -2; bIAP act = 1.3; TR-FRET SRC-2 ct = 1416; PPARg SRC1 recr = -5; TNAP act hiacc = 1; PPARg SRC2 recr = -4; Efa HMGR inh = 2; TNAP inh noacc = -60; PPARg SRC-3 ag = -4

SMILES: O=C(c1ccccc1)c1c[nH]c(C(=O)NCCCn2ccnc2)c1
  bIAP inhibitor = -7; TNAP inh hiacc = 2; bIAP act = 1.1; TR-FRET SRC-2 ct = 1506; PPARg SRC1 recr = 3; TNAP act hiacc = 1; PPARg SRC2 recr = 9; Efa HMGR inh = -4; TNAP inh noacc = -2; PPARg SRC-3 ag = -5

SMILES: COc1ccccc1CC(=O)NCc1ccc2c(c1)OCO2
  bIAP inhibitor = 12; TNAP inh hiacc = -4; bIAP act = 0.9; TR-FRET SRC-2 ct = 1641; PPARg SRC1 recr = -2; TNAP act hiacc = 1; PPARg SRC2 recr = 0; Efa HMGR inh = -1; TNAP inh noacc = -10; PPARg SRC-3 ag = 7

Next part
Value order – bIAP inhibitor, TNAP inh hiacc, bIAP act, TR-FRET SRC-2 ct, PPARg SRC1 recr, TNAP act hiacc, PPARg SRC2 recr, Efa HMGR inh, TNAP inh noacc, PPARg SRC-3 ag
COc1ccc(/C=C2\CCc3ccccc3C2=O)cc1Cn1cccn1
→ 8, -3, 0.9, 1576, 8, 1, -1, -10, -3, 5
O=C(O)c1cc([N+](=O)[O-])ccc1N1CCCCC1
→ 25, 21, 0.7, 1522, 7, 0.8, 2, -1, 7, -3
CC(C)CC(=O)NC(NCC1CCCO1)C(Cl)(Cl)Cl (centres undefined)
→ 4, -1, 1, 1698, 2, 1, 8, -1, 0, 2
C=CCn1cnc2c(c1=O)c1nc3ccccc3nc1n2/N=C/c1cccc(OC)c1
→ -8, -8, 1.1, ., ., 1.1, ., ., 3, .
CCCCOc1ccc(/C=c2\sc3ncnn3c2=O)cc1
→ -18, 2, 1.2, 1401, -6, 1, 6, -1, -23, -8
CCc1cc2cc(C)cc(C)c2nc1SCC(=O)N1CCN(C(=O)c2ccco2)CC1
→ 7, -6, 0.9, 1614, 4, 1.1, 2, -4, -7, 4
CCN(CC)c1ccc(C(=O)N/N=C/c2ccccc2OC(F)F)cc1
→ 13, -1, 0.9, 1588, 7, 1, 11, -4, -22, 0
CCOC(=O)c1cc(-c2ccc(/C=C3/C(=O)NC(=O)C(C#N)=C3C)o2)ccc1Cl
→ -4, 2, 1, 1646, 10, 1, -1, 2, 14, 5
COc1cc(CN(C)Cc2cc(=O)n3ccsc3n2)ccc1OC(F)F
→ -8, -7, 1.1, 1411, -4, 1.1, -3, 2, -11, -4
COc1cc(S(=O)(=O)N(Cc2cccs2)C2CC2)ccc1-n1cnnn1
→ ., ., ., 1555, -1, ., 5, -2, ., -10

The list goes on.
Value order – bIAP inhibitor, TNAP inh hiacc, bIAP act, TR-FRET SRC-2 ct, PPARg SRC1 recr, TNAP act hiacc, PPARg SRC2 recr, Efa HMGR inh, TNAP inh noacc, PPARg SRC-3 ag
Cc1ccc(OCCCC(=O)Nc2ccccc2C(F)(F)F)cc1
→ 11, -1, 0.9, 1685, 6, 1, 3, 0, -13, 2
CC(=O)NC(=S)Nc1ccc(NC(=O)COc2ccc(C(C)C)cc2)cc1
→ 2, 6, 1, 1423, -4, 0.9, -4, -3, 1, 2
O=C(O)CCCN=Cc1c(O)c2ccccc2oc1=O
→ -21, -1, 1.2, 1757, 8, 1, 16, -5, -9, 5
O=C(NNC1CC(=O)N(c2ccc(Br)cc2)C1=O)c1ccco1 (centres undefined)
→ -29, -3, 1.3, 1563, -4, 1, 13, 2, -9, 6
c1ccc2c(Cn3nnc4ccccc43)cccc2c1
→ 34, -4, 0.7, 1505, 2, 1, 3, -2, -11, -3
Cc1ccc2nc3c(c(C(=O)O)c2c1)CCC3
→ 13, -7, 0.9, 1748, -3, 1.1, 0, 3, -17, 8
COc1ccc(/C=C/C=C2\N=C(SC)SC2=O)cc1
→ 18, 3, 0.8, 1465, 3, 1, 2, -1, 25, 1
CC(=O)NCCOC(=O)Nc1sc(=S)n(C)c1C
→ 22, -4, 0.8, 1528, 2, 1, 8, -2, -14, 9
CC(C)(C)NC(=O)CN(C(=O)C1(C)CC(=O)N=C2C=CC=CN21)C1CCCC1 (centres undefined)
→ 3, -2, 1, 1405, -2, 1, -3, -2, 2, 1
Cc1c(NC2(C#N)CCCCC2)c(=O)n(-c2ccccc2)n1C
→ 11, -5, 0.9, 1505, 0, 1.1, 4, -3, -10, 1

Other structures follow.
Value order – bIAP inhibitor, TNAP inh hiacc, bIAP act, TR-FRET SRC-2 ct, PPARg SRC1 recr, TNAP act hiacc, PPARg SRC2 recr, Efa HMGR inh, TNAP inh noacc, PPARg SRC-3 ag
CCOC(=O)C1(C(F)(F)F)N=C(C(F)(F)F)Nc2ccc(F)cc21 (centres undefined)
→ 9, -3, 0.9, 1461, 2, 1, 4, 0, -9, 2
CCCC(=O)Nc1cc(C(=O)O)ccc1Sc1ccc(C)cc1
→ -7, -2, 1.1, 1545, 4, 1, 2, -5, -10, -2
CC1(C)CC(=O)C(Sc2nnc(-c3ccc(O)cc3)n2CC2CCCO2)C(=O)C1 (centres undefined)
→ -4, -5, 1, 1434, -1, 1, 0, -3, -11, -10
CNc1nc(OC)nc(N2CCOCC2)n1
→ 6, -6, 0.9, 1508, 2, 1.1, 15, -4, -10, 19
COc1ccc(N=C2S/C(=C\c3ccc(N4CCOCC4)o3)C(=O)N2CCc2c[nH]c3ccccc23)cc1
→ 21, 12, 0.8, 1465, 0, 0.9, -7, -5, 16, -12
Cc1cc(S(=O)(=O)n2cnc3ccccc32)c(C)cc1Cl
→ 11, -4, 0.9, 1433, 0, 1, -1, -3, -14, 1
Cc1cc(Br)ccc1OCCCCN1CCCCC1
→ -33, -3, 1.3, 1533, -7, 1, -7, -1, -6, -4
CCc1noc(C)c1C(=O)N1CC(C)OC(C)C1 (centres undefined)
→ 9, -7, 0.9, 1372, -5, 1.1, 1, -1, -22, -10
Cc1cccc(C)c1OC(=O)CSc1nnc(-c2ccccc2O)o1
→ 18, -6, 0.8, 1512, -2, 1.1, 0, -3, -15, -4
